# ARNT TACC3 PPI: ARNT/TACC3 interaction disruption | Q9Y6A5 | AlphaScreen His-ARNT PAS-B/GST-TACC3 binding, luminescence; TACC3 fragment carries E629A point mutation | inhibition, % at 9.99 µM | actives 0.66% (n = 390,000) | AID 623870;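 active = mean inhibition of replicates at least 50% and at least half of replicates each reaching 50%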;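 also: 0% = complete ARNT plus TACC3 wells and 100% = ARNT alone without TACC3; many hits fall short of the cut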
# RAD54 inh: RAD54 (human) branch migration inhibition; AID 602329; actives 0.14% (n = 360,000); inhibition, % at 10.4 µM; RAD54 Holliday junction branch migration, FAM/BHQ fluorescence;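 active = mean normalized replicate activity at least 40 and at least half of replicates scoring 40 or more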;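 also: 0% = median of neutral control wells and 100% = median of positive control wells; inhibitors cause a drop in the FAM fluorescence signal; in these data hits start at about 50%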
# E-selectin induc: E-selectin induction on HUVECs. HUVEC E-selectin immunofluorescence imaging; normalized: neutral wells 0, TNF-alpha wells 100. activation, % at 7.58 µM. actives 0.37% (n = 260,000). AID 686992;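 active = mean E-selectin-positive cell signal at least 10% of the positive control, reached in at least 60% of replicates, without over 20% cell loss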;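 also: in these data hits start at about 27%; measured in HUVEC primary endothelial cells; signal is the percent of cells scored E-selectin positive by PE staining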
#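 material = human umbilical vein endothelial cells (HUVEC), E-selectin induction | quantity = 3,000 cells/well | medium = EGM-2 growth medium on 0.1% gelatin-coated wells | technique = immunofluorescence imaging | read-out basis = % PE-positive cells | control set = TNF-alpha positive control, DMSO neutral control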
# Casp6 inh: caspase-6 (human) enzyme inhibition. P55212. purified caspase-6, Z-VEID-R110 cleavage fluorescence. AID 686996. actives 0.53% (n = 350,000). inhibition, % at 12.5 µM;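 active = mean inhibition across replicates at least about 35%, with every replicate also reaching that limit, limit read from the data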;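 also: 0% = median of neutral control wells and 100% = no fluorescence left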
# Target sequence (P55212 24-179 limits assumed): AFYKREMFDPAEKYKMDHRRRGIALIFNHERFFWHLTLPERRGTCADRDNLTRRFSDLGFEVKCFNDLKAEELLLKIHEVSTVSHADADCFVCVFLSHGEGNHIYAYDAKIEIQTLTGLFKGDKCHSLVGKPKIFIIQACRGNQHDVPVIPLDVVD
# Target sequence (P55212 194-293 limits assumed): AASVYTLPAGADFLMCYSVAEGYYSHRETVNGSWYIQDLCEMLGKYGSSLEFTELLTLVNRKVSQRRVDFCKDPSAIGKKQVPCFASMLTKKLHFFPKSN
# PglD inh: PglD (C. jejuni) enzyme inhibition; purified PglD enzyme, DTNB colorimetric CoA detection; inhibition, % at 12.5 µM; actives 0.098% (n = 360,000); in the data active = inhibition above about 16%, passing the limit was not always enough; also: strong numbers were not always called active
# RAD52 inh: blocks human RAD52 DNA annealing; actives 0.46% (n = 360,000); recombinant RAD52 DNA annealing, FRET fluorescence; inhibition, % at 18.7 µM; AID 651710; P43351;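 active = every replicate showing at least 50% inhibition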
# ERp5 inh: ERp5 (human) disulfide isomerase inhibition | Q15084 | ERp5 insulin aggregation, absorbance 650 nm, 90 min | inhibition, % at 9.99 µM | actives 0.05% (n = 350,000);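 active = mean replicate inhibition above about 25%, with every replicate also reaching it, limit read from the data, passing the limit was not always enough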
# Target sequence (Q15084 whole entry, looked up): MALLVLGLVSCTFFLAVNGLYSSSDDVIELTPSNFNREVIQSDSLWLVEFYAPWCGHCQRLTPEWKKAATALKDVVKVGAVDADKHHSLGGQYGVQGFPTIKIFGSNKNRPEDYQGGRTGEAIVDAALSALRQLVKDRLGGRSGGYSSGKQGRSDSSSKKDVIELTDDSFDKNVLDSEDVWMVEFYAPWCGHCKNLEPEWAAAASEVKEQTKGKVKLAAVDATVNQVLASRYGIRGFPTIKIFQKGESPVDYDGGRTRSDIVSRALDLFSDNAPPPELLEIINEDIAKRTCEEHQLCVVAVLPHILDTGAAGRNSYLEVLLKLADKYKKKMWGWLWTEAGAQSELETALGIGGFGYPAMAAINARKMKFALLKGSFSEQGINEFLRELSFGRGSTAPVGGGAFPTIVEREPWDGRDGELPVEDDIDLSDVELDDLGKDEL
# esBAF inh: inhibitors of esBAF chromatin remodeling in mouse ES cells; Bmi1-luciferase knock-in reporter, 24 h; 100% = twice the neutral-well signal; actives 2% (n = 350,000); reporter increase, % at 12.5 µM; in the data active = activation above about 40%;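 also: 0% = median of the plate's neutral control wells and 100% = double that signal; a rise in the Bmi1 reporter signal indicates esBAF inhibition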
# An asterisk follows results filed as active; nt = no result given; & = joins results of further samples.
Compound,ARNT TACC3 PPI,esBAF inh,E-selectin induc,RAD54 inh,ERp5 inh,PglD inh,RAD52 inh,Casp6 inh
CN(C)CCNC(=O)CNC(=S)N(Cc1ccccc1)Cc1ccccc1F,-3,nt,0.2,nt,5,nt,-9,0
CNC[C@H]1OCCCC[C@@H](C)Oc2ccc(NC(=O)Nc3ccc(C(F)(F)F)cc3)cc2C(=O)N([C@@H](C)CO)C[C@H]1C,-1,-6,0.0,-13,0,3,-1,-1
COC(=O)c1nc2n(n1)C(c1ccc(OC)c(OC)c1)C(C(=O)OC1CCCCC1)=C(C)N2 (centres undefined),0,-5,nt,6,nt,1,nt,nt
O=C(CCN1C(=O)c2ccccc2C1=O)NC(=S)Nc1cccc(Cl)c1,29,-6,nt,6,nt,3,nt,nt
O=C(NNC(=O)c1ccco1)c1ccccc1,-2,nt,0.0,-1,-9,-7,-6,0
CCOC(=O)c1nnsc1N,-3,nt,-0.1,-1,1,6,-6,1
CCOC(=O)CC1(O)CSc2nc(N)cc(=O)n21 (centres undefined),nt,nt,0.4,nt,-2,nt,7,-1
CCCC1Cc2nc(Cl)c(C#N)cc2CO1 (centres undefined),nt,nt,1.1,-15,-2,6,-23,4
CN1CCN(C2=C(Cl)C(=O)N(CCc3ccccc3)C2=O)CC1,-1,11,nt,-26,nt,-1,nt,nt
CO[C@H]1CN(C)C(=O)c2ccc(NS(=O)(=O)c3ccc(F)cc3)cc2OC[C@H](C)NC[C@@H]1C,nt,nt,0.3,nt,2,nt,-1,0
O=c1cc(CSc2ccccc2)[nH]c(=S)[nH]1,-4,-6,nt,-4,nt,-2,nt,nt
COc1ccc(C2CC(c3ccccc3)Nc3nc(NC(=O)c4ccco4)nn32)cc1 (centres undefined),-12,-3,nt,4,nt,0,nt,nt
COCC#Cc1ccc([C@@H]2[C@@H](CO)N3CCCCN(Cc4ccncc4)C[C@H]23)cc1,-3,4,-0.3,-3,0,3,-9,2
CC1CCCC(C)N1C(=O)CSc1nc2c(c(=O)n(C)c(=O)n2C)n1C (centres undefined),-3,-1,27*,-4,1,4,-9,0
COc1cccc2c1OC1(C)CC2N(C(=O)c2ccco2)C(=S)N1c1ccc(F)cc1 (centres undefined),-2,15,nt,3,nt,-1,nt,nt
CNC[C@H]1Oc2c(NS(=O)(=O)c3ccc(F)cc3)cccc2C(=O)N([C@H](C)CO)C[C@H]1C,-3,1,nt,-10,-5,2,-1,1
O=C(Cn1c(CO)nc2ccccc21)NCc1ccc2c(c1)OCO2,-9,-5,0.4,nt,-4,nt,-8,-1
Cc1ccc(-c2ccccc2[C@H]2[C@@H](C#N)N(C(=O)NC3CCCC3)[C@H]2CO)cc1,nt,nt,-0.2,nt,2,nt,-6,2
Cc1ccc(S(=O)(=O)Nc2ccc3c(c2)C(=O)N([C@H](C)CO)C[C@H](C)[C@@H](CN(C)S(=O)(=O)c2ccc(F)cc2)OCCCC[C@H](C)O3)cc1,7,0,0.9,4,0,-2,-13,4
CC(=O)Nc1c([N+](=O)[O-])cc2c3c(cccc13)CC2,nt,-9,-0.1,-9,7,3,-5,2
CCCNC(=O)C1(C)CCN1C(=O)Cc1ccc(C(C)C)cc1 (centres undefined),nt,1,-0.1,7,-1,13,-3,-4
O=C(c1cccnc1)N(Cc1ccccc1)c1ccccc1,-3,2,nt,-9,-5,-2,-11,-2
CC1(C)CC[C@]2(CO)CC[C@]3(C)C(=CCC4[C@@]5(C)CC[C@H](O)[C@@](C)(CO)C5CC[C@]43C)[C@@H]2C1 (some centres undefined),-6,-4,0.2,-8,7,5,2,nt
CCc1ccc(-c2cc(C)no2)cc1S(=O)(=O)N1CCN(c2cccc(C)c2C)CC1,3,-2,nt,-5,4,0,-2,1
COC(=O)c1ccccc1NC(=O)CN1CCCCC1,4,-6,0.7,nt,2,nt,-14,-1
C/C(=N\NS(=O)(=O)c1ccc(C)cc1)c1ccc(C)o1,2,9,nt,9,1,-4,-5,4
CN1CCN(C2CN(Cc3ccc(F)cc3)S(=O)(=O)C2)CC1 (centres undefined),nt,-4,nt,2,-4,-9,-9,9
CCn1nc(C)cc1C(=O)N1CCCC(C(=O)c2ccc(Oc3ccccc3)cc2)C1 (centres undefined),-6,nt,nt,12,12,6,4,0
COc1ccc(-c2ccc(SCC(=O)Nc3cccc(C(C)=O)c3)nn2)cc1OC,0,36,-0.1,-2,1,3,-16,1
NS(=O)(=O)c1ccc(CCNCC(=O)N2CCC(Cc3ccccc3)CC2)cc1,-2,-14,0.1,0,-3,1,7,-2

# Carrying on:
Compound,ARNT TACC3 PPI,esBAF inh,E-selectin induc,RAD54 inh,ERp5 inh,PglD inh,RAD52 inh,Casp6 inh
COc1ccc(-c2cn(Cc3ccc(C(N)=O)cc3)c(-c3ccncc3)n2)cc1,0,76*,0.1,7,-4,9,-17,0
C/C=C/c1ccc([C@@H]2[C@@H](CO)N3C(=O)CN(C(=O)c4cnccn4)C[C@@H]23)cc1,nt,nt,0.2,nt,3,nt,-10,-2
C[C@@H]1CN([C@@H](C)CO)C(=O)c2cc(NS(=O)(=O)c3cccs3)ccc2O[C@@H](C)CCCCO[C@@H]1CN(C)S(=O)(=O)c1ccc(F)cc1,-15,7,-0.3,5,0,2,-32,0
COc1ccc(-c2cc(=O)oc3cc(OC(C)C(=O)NCC4CCC(C(=O)O)CC4)ccc23)cc1 (centres undefined),6,1,nt,-3,-3,3,-11,0
C[C@@H]1CN(c2ccc(N3CCN(C(=O)OC(C)(C)C)C[C@@H]3C)cc2C#N)C[C@H](C)O1,nt,nt,0.3,nt,1,nt,-2,6
C[C@H]1CN([C@@H](C)CO)C(=O)Cc2cc(NS(=O)(=O)c3ccccc3)ccc2O[C@@H]1CN(C)S(=O)(=O)c1cccs1,-6,-4,-0.1,-5,-3,1,7,1
Cc1ccc([N+](=O)[O-])cc1NC(=O)Cc1ccc(F)cc1,-22,nt,-0.1,nt,1,nt,-12,-2
COc1cccc(NC(=O)CN(c2cccc(F)c2)S(C)(=O)=O)c1,-25,4,nt,-6,-6,0,-1,2
CC(=O)Nc1ccc(NC(=O)CSc2nnc(N)n2-c2ccccc2)cc1,1,6,nt,-3,4,-7,-11,0
CC1CCN(S(=O)(=O)c2ccc(C(=O)Nc3ccccn3)cc2)CC1,0,nt,-0.2,-6,1,3,-5,3
S=C(Nc1cccc(Cl)c1)N1CCN(c2ccccn2)CC1,-2,7,nt,3,1,0,-8,2
COc1ccc(CC(=O)N(CCC2=CCCCC2)c2c(N)n(Cc3ccccc3)c(=O)[nH]c2=O)cc1OC,0,0,nt,5,2,4,8,0
Cc1ccc(-n2nc(C)c3c(C)c(CCC(=O)NCCCOC(C)C)c(C)nc32)cc1,-24,14,-0.1,-4,1,3,-4,0
COc1ccc(NC(=O)N[C@H]2C=C[C@@H](CC(=O)NC3CCCCC3)O[C@H]2CO)cc1,3,2,-0.4,0,6,-1,11,0
Cc1cccc(OCC(=O)O/N=C(\N)c2ccc(Cl)cc2)c1,-2,1,nt,-3,nt,8,nt,nt
COc1ccc(OCC(=O)NC(=S)NNC(=O)COc2ccc(Br)cc2Cl)cc1,12,25,-0.8,16,24,-1,-111,nt
C=CCN(C(=O)CNS(=O)(=O)c1ccccc1)C(C(=O)NCCOC)c1cccnc1 (centres undefined),6,0,0.1,nt,-5,nt,-14,1
CSc1nnc(C)c(=O)[nH]1,0,0,nt,7,nt,1,nt,nt
CN(CCCC1CCCC1)C(=O)CCc1nnc(-c2ccccc2)o1,0,84*,nt,-1,0,0,1,0
Cc1n[nH]c(C)c1S(=O)(=O)Nc1ccc2c(c1)OCCO2,2,-21,nt,0,nt,-3,nt,nt
CCC(Oc1ccccc1)C(=O)Nc1ccccc1C(=O)N1CCOCC1 (centres undefined),7,-2,-0.2,13,-3,-1,-19,-3
CCN(C[C@H]1N[C@H](CO)[C@H]1c1ccc(-c2ccc(F)cc2)cc1)C(=O)COC,3,2,0.0,-2,0,2,-28,nt
CNC[C@@H]1Oc2ccc(NC(=O)CCN3CCOCC3)cc2C(=O)N([C@H](C)CO)C[C@@H]1C,-5,-5,0.1,-10,1,2,3,5
COc1cccc(-c2cnc3c(c2)C(=O)N([C@H](C)CO)C[C@@H](C)[C@@H](CN(C)CC2CCOCC2)O3)c1,-12,-6,-0.7,2,-6,4,13,-2
Cc1ccnc(NC(=O)CCCOc2cc(=O)n(C)c3ccccc23)c1,5,-5&-51,-2.4,4&-9,-2,0&-4,-5,0
CCOCCCNC(=O)CC1Oc2ccc(C)cc2NC1=O (centres undefined),-5,-2,nt,-6,0,2,-12,0
COC(=O)[C@@]1(Cc2ccc(F)cc2)[C@H]2c3cc(C(=O)N(C)C)n(CCO)c3C[C@H]2CN1C(=O)c1ccccc1,nt,nt,-1.7,nt,-1,nt,-8,0
Oc1cc(-n2cccn2)c(O)cc1-n1cccn1,12,32,0.2,-1,-2,-1,-16,2
O=C(Cn1c(=O)n(CCCC(=O)NC2CCCC2)c(=O)c2ccccc21)NCCC1=CCCCC1,-2,-6,nt,0,nt,-2,nt,nt
Cc1ccc(NC(=O)C(C)Sc2nnc(C)n2CC2CCCO2)cc1 (centres undefined),nt,-4,0.9,2,0,-10,-4,2

# In the list so far, these have a cyano group.
Compound,ARNT TACC3 PPI,esBAF inh,E-selectin induc,RAD54 inh,ERp5 inh,PglD inh,RAD52 inh,Casp6 inh
CCCC1Cc2nc(Cl)c(C#N)cc2CO1 (centres undefined),nt,nt,1.1,-15,-2,6,-23,4
Cc1ccc(-c2ccccc2[C@H]2[C@@H](C#N)N(C(=O)NC3CCCC3)[C@H]2CO)cc1,nt,nt,-0.2,nt,2,nt,-6,2
C[C@@H]1CN(c2ccc(N3CCN(C(=O)OC(C)(C)C)C[C@@H]3C)cc2C#N)C[C@H](C)O1,nt,nt,0.3,nt,1,nt,-2,6

# The list goes on.
Compound,ARNT TACC3 PPI,esBAF inh,E-selectin induc,RAD54 inh,ERp5 inh,PglD inh,RAD52 inh,Casp6 inh
Cc1ccc(OCCCCCCN2CCNCC2)c(Br)c1,10,nt,nt,16,0,2,43,-44
COc1ccc(C2CC=C(C(C)=O)CN2S(=O)(=O)c2ccc(Cl)cc2)cc1 (centres undefined),nt,-7&5,-0.1&0.0,4&-10,-7&-8,-1&-3,-30&-35,2&5
Cc1ccc2oc3ccccc3c(=O)c2c1,1,62*,nt,-11,7,1,-1,0
CCOC(=O)c1c(C)[nH]c(C(=O)COC(=O)COc2ccc(OC)cc2)c1C,-18,nt,nt,nt,5,nt,-20,1
COc1ccc(S(=O)(=O)N2CCC(C(=O)NCCc3ccccc3)CC2)cc1,-7,5,nt,-1,2,0,-16,-2
COc1ccc(S(=O)(=O)NC2CCSc3ccccc32)cc1NC(C)=O (centres undefined),-5,-3,nt,9,-5,0,-1,5
C[C@@H]1CN([C@H](C)CO)C(=O)Cc2cc(NC(=O)Cn3cnnn3)ccc2O[C@H]1CN(C)Cc1ccc(C(=O)Nc2ccccc2N)cc1,6,0,-0.9,4,-3,3,-3,1
Cc1ccc(SCC(=O)NCc2cccnc2)cc1,-4,-10,nt,-21,nt,0,nt,nt
COc1ccc(CC(=O)NCc2n[nH]c(=S)n2-c2cccc(C)c2)cc1,-6,nt,1.8,nt,6,nt,-19,nt
Cc1ccc(NC(=O)COC(=O)CC2SC(N3CCCC3)=NC2=O)cc1 (centres undefined),-19,2,-1.0,-5,-9,4,-8,-2
COCCSc1ccccc1C(=O)Nc1ccc(Br)cc1,-3,nt,-0.1,nt,3,nt,-13,0
C/C=C/c1ccc2c(c1)O[C@@H](CN(C)S(C)(=O)=O)[C@H](C)CN([C@H](C)CO)S2(=O)=O,-2,9,-0.2,-9,88*,4,2,1

# Source: PubChem BioAssay (Broad Institute)
